Screening results as filed in PubChem.
Pf Dd2 inh: inhibitors of Plasmodium falciparum Dd2 growth; actives 4.3% (n = 120,000); P. falciparum Dd2 growth, SYBR Green, 72 h; Potency, µM (top dose mostly 28.9 µM), without a hit: at the highest dose activity, negative = inhibition, hits mostly inhibitors; active = well fitted inhibition curve with a large enough effect; inconclusive = small, poorly fitted or top-dose-only effect; inactive = no such curve, though single readings can be large or run the other way;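 note: plate controls were DMSO vehicle for no effect and reference drug for full effect; nearly all actives have a fitted effect of over 65% in size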
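Readout: SYBR Green fluorescence, 485 nm excitation, 535 nm emission, after ~16 h lysis at 37C. Before that, Dd2-infected red cells (2.5% hematocrit) grew 72 h with compound, 29 uM top final concentration.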
The depositor's hits bear a star; i = inactive; ? = inconclusive; [ ] = another dose, or the depositor's remark. Potency is the fitted concentration of half-maximal effect.

Start of the listing, in advance:
SMILES | Pf Dd2 inh
O=C(c1cc(F)ccc1F)N1CCCC(c2nc(C3CCOCC3)no2)C1 (stereo not given) | 49%[activator]
COCC1CN(C2CCC2)CC12CCN(C(=O)c1ccoc1)CC2 (stereo not given) | 6%
O=C(CC1CCCC1)N1CCCC(c2nc(C3CCOCC3)no2)C1 (stereo not given) | 14%
O=C(CSc1nc2ccccc2n1Cc1ccccc1)N1CCN(c2ccc(F)cc2)CC1 | -10%
COc1ccc2c(c1)c1c(c(=O)n(-c3ccc(F)c(Cl)c3)c(=O)n1Cc1ccccc1F)n2C | 16%
Cc1ccc(CNC(=O)Cc2c(C)c3c(cc(C)c4c(C)coc43)oc2=O)cc1 | -6%
COc1ccc(/C=C/C(=O)Nc2ccc3nc4c(c(Nc5ccc(OC)c(OC)c5)c3c2)CCCC4)cc1 | 2.2µM*

This part in full (from the top)
SMILES | Pf Dd2 inh
O=C(c1cc(F)ccc1F)N1CCCC(c2nc(C3CCOCC3)no2)C1 (stereo not given) | 49%[activator]
COCC1CN(C2CCC2)CC12CCN(C(=O)c1ccoc1)CC2 (stereo not given) | 6%
O=C(CC1CCCC1)N1CCCC(c2nc(C3CCOCC3)no2)C1 (stereo not given) | 14%
O=C(CSc1nc2ccccc2n1Cc1ccccc1)N1CCN(c2ccc(F)cc2)CC1 | -10%
COc1ccc2c(c1)c1c(c(=O)n(-c3ccc(F)c(Cl)c3)c(=O)n1Cc1ccccc1F)n2C | 16%
Cc1ccc(CNC(=O)Cc2c(C)c3c(cc(C)c4c(C)coc43)oc2=O)cc1 | -6%
COc1ccc(/C=C/C(=O)Nc2ccc3nc4c(c(Nc5ccc(OC)c(OC)c5)c3c2)CCCC4)cc1 | 2.2µM*
O=C(c1ccccn1)N1CC[C@H]2COC(=O)N2c2cc(F)ccc2C1 | 5%[44.1 µM]
CC1=C(C(=O)Nc2cccnc2)C(c2cccc(F)c2)n2nc(SCc3ccccc3)nc2N1 (stereo not given) | -24%
Cc1ccc(C)c(NC(=O)CN2C(=O)NC3(CCC(C)CC3)C2=O)c1 (stereo not given) | -18%
CCC(C)NC(=O)N1CC(n2cc(C(=O)N3CCOCC3)nn2)C1 (stereo not given) | -17%
CC(=O)N1CCC(Oc2ccc(Cl)cc2C(=O)N(C)Cc2sccc2C)CC1 | -7%
CCNC(=O)N1C[C@@H]2OCC(=O)N(C(C)C)[C@@H]2C1 | 6%[44.1 µM]
Cc1cc(C)n(C2CN(c3cc(C4CC(O)C4)nc(C)n3)C2)n1 (stereo not given) | -10%
COc1ccccc1CNC(=O)c1cnc2sc(N3CCCCCC3)nn2c1=O | -25%
O=C(N[C@@H]1CN(Cc2ccccc2)C[C@H]1CO)c1cn[nH]c1 | 21%
COc1ccc(OC)c(NC(=O)Cn2nc3n(c2=O)CCCCC3)c1 | 17%
O=C(CCc1ccccc1)Nc1cnc(-c2cccnc2)nc1 | ?
Cc1cccc(N2CCN(S(=O)(=O)c3cc(C(=O)Nc4ccc(Oc5ccccc5)cc4)ccc3F)CC2C)c1 (stereo not given) | ?
CN(C)c1ccc(-c2nc3cnccn3c2Nc2cccc(C(F)(F)F)c2)cc1 | 8.9µM*
CCOCc1nc(C2CCCN(C(=O)NC3CCCC3)C2)no1 (stereo not given) | -4%
CC(C)(O)C1CCCN(C(=O)c2cc(COc3cccc(F)c3)[nH]n2)C1 (stereo not given) | -11%
O=C(CSc1nc(-c2ccccc2)nc2c1CCCC2)c1ccc(F)cc1 | -13%
CN1C(=O)C2(CCN(Cc3cncs3)C2)c2ccccc21 (stereo not given) | i
CN(C)CCNC(=O)C[C@H]1NC(=O)c2ccccc2NC1=O | -7%
Cn1cnc(S(=O)(=O)N2CCC(C(=O)Nc3ccc(OC(F)(F)F)cc3)CC2)c1 | i
O=S(=O)(c1cccc(Cl)c1)N1CCC(n2cnnc2C2CC2)CC1 | -16%
CC(C)N1C(=O)C2(CCCC2)C1C(=O)N1CCN(C2CCCCC2)CC1 (stereo not given) | 10µM*
O=[S+]1([O-])NC2(CCN(Cc3cccc4ccccc34)C2)CNc2ccccc21 (stereo not given) | i
C=CCc1cccc2cc(C(=O)Nc3ccc(F)cc3)c(=O)oc12 | 6%

Some of these compounds in order of number of heavy atoms, low to high.
SMILES | Pf Dd2 inh
CN1C(=O)C2(CCN(Cc3cncs3)C2)c2ccccc21 (stereo not given) | i
O=C(CCc1ccccc1)Nc1cnc(-c2cccnc2)nc1 | ?
C=CCc1cccc2cc(C(=O)Nc3ccc(F)cc3)c(=O)oc12 | 6%
CC(C)N1C(=O)C2(CCCC2)C1C(=O)N1CCN(C2CCCCC2)CC1 (stereo not given) | 10µM*
O=C(CSc1nc(-c2ccccc2)nc2c1CCCC2)c1ccc(F)cc1 | -13%
CN(C)c1ccc(-c2nc3cnccn3c2Nc2cccc(C(F)(F)F)c2)cc1 | 8.9µM*
Cc1cccc(N2CCN(S(=O)(=O)c3cc(C(=O)Nc4ccc(Oc5ccccc5)cc4)ccc3F)CC2C)c1 (stereo not given) | ?

Remaining list, next part:
SMILES | Pf Dd2 inh
CC(C)(C)c1ccc(CSC2=Nc3ccccc3C3=NC(CC(=O)NCc4cccs4)C(=O)N23)cc1 (stereo not given) | i
O=C(NCCc1ccccn1)c1c[nH]c2ncccc12 | 15%[44.1 µM]
COc1ccc(C)cc1NC(=O)CCc1ccc2c(c1)CN(C(=O)C1CC1)CCO2 | ?
CC(C)[C@H]1NC(=O)[C@@H]2[C@@H](NC(=O)NC3CCCCC3)CCN2C1=O | ?
COc1ccc(OC)c(S(=O)(=O)N2CCC(n3cnnc3C)CC2)c1 | -23%
CC(C)c1ccc(NC(=O)C(Cc2ccccc2)NS(=O)(=O)c2ccc3c(c2)CCC(=O)N3)cc1 (stereo not given) | -14%
Cc1ccc(NC(=O)Cn2c(=O)c3ccc(Cl)cc3n3nncc23)cc1 | 24%
COC(=O)Cn1ccn2nc3c(c2c1=O)CCCC3 | -5%
COc1ccc(-c2cc(-c3ccc4c(c3)CNC4=O)cn3cncc23)cc1 | 4.5µM*
Cc1ccc(C(=O)N2CCC3(CC2)c2[nH]c4ccccc4c2CCN3C)cn1 | ?
COc1cc(C2NC(=O)c3c(sc4c3CCN(C)C4)N2)cc(OC)c1OC (stereo not given) | ?
Cc1nc(N)nc(C)c1CC(=O)N1CCn2nc(C(O)CO)cc2C1 (stereo not given) | -5%
CCC1CN(Cc2cn(Cc3ccccc3)nc2-c2cc3ccccc3o2)CCO1 (stereo not given) | 10µM*
Cc1nnc(NC(=O)C2CC(=O)N(c3n[nH]c4cccc(F)c34)C2)s1 (stereo not given) | -16%
Cc1ncsc1CN1CCC(C2CCN(S(C)(=O)=O)CC2)C1 (stereo not given) | -16%

Two of these compounds in another layout:
Cn1cnc(S(=O)(=O)N2CCC(C(=O)Nc3ccc(OC(F)(F)F)cc3)CC2)c1
- Pf Dd2 inh = i

O=S(=O)(c1cccc(Cl)c1)N1CCC(n2cnnc2C2CC2)CC1
- Pf Dd2 inh = -16%

Additional entries follow.
SMILES | Pf Dd2 inh
Cc1ccc(CNC(=O)c2c(-c3ccccc3Cl)noc2C)o1 | ?
CCOC(=O)c1c(C)c(-c2ccccc2)n(CC(=O)Nc2cccc(F)c2)c1C | i
COc1ccc(CC(=O)Nc2sc3c(c2C(=O)Nc2cccc(C)c2)CCCCC3)cc1 | ?
COC[C@@H]1CN(C(=O)c2ccc(F)cc2F)C[C@H]1c1ccncc1 | 9%
COc1ccc(OC)c(CNc2ncnc3c2nc2n3CCCC2)c1 | 8%
COC1CCN(C(=O)c2c(-c3cnn(C)c3NCc3cccnc3)noc2C)CC1 | -23%[44.1 µM]
CCOc1ccc(NC(=O)c2sc3nc4c(cc3c2N)CCCCCC4)cc1 | -24%
O=C(c1ccc(Cl)cc1)N1CCC(n2cc(-c3ccncc3)[nH]c2=O)CC1 | ?
O=C(NC1CC1)[C@@H]1C[C@H](Oc2ccccc2)CN1C(=O)C1CCC1 | 17%
O=C(C1COc2ccccc2C1)N1CCC(Cc2noc(C3CC3)n2)CC1 (stereo not given) | -20%
Cc1ccc(CCNC(=O)CCS(=O)(=O)c2cc3c(cc2C)NC(=O)CO3)cc1 | -7%
Cc1cccc(NC(=O)N2CCC3(CC2)SCC(=O)N3Cc2ccccc2)c1C | i
CNC(=O)N1CCC(Cc2nncn2C)C1 (stereo not given) | -23%
COc1cccc(CN2C(=O)c3ccccc3C2C(=O)NCCc2ccccc2)c1 (stereo not given) | 0%
O=c1cc(-c2ccncc2)oc2c(-c3ccccc3Oc3ccccc3)nccc12 | ?
OC(c1cccc(C(F)(F)F)c1)c1nc(Nc2ccc(F)cc2F)n[nH]1 (stereo not given) | i
Cc1ccc(C)c(C(=O)N2CCCC(n3cc(-c4nc(C(C)C)no4)nn3)C2)c1 (stereo not given) | i
Cc1ncc2c(n1)C[C@@H]1CC[C@H]2N1C(=O)CCc1ccccc1 | 3%
Cc1ccc(CC(=O)Nc2ccc(-c3nnc4n3CCCC4)cc2)cc1 | i
CNC(=O)[C@@H](c1ccccc1F)N1CCC[C@H]1C(=O)NC1CC1 | i
COc1ccc(-c2nn(-c3ccccc3C)cc2CN2CCN(C)C(=O)[C@@H]2C)cc1F | i
COc1ccc(NC(=O)Cn2nc3n(c2=O)CCCCC3)cc1OC | i
CC(C)CNC(=O)c1ccc2c(c1)C1(CCN(C)C1)CN2CC1CCOCC1 (stereo not given) | i
CCOC(=O)N1CCC2(CC1)OC(=O)C(C)=C2C(=O)NCc1ccc(C)cc1 | -20%
O=C(NC1CCCCC1)N1Cc2[nH]cnc2C[C@H]1c1nc(-c2ccncc2)no1 | 13µM*
COCc1noc([C@@H]2CN(S(=O)(=O)Cc3cccc(F)c3)C[C@H]2C(N)=O)n1 | 3%
Cc1noc(C)c1CC(=O)N1CCCn2ccnc2C1c1ccccc1 (stereo not given) | -10%
O=c1cc(-c2cccnc2)oc2c(NCCc3ccccn3)nccc12 | i
C=C(C)CNc1ccc(C(=O)NCCC2CCCCN2C)cn1 (stereo not given) | -18%
O=C(Cn1nc2c(cc1=O)CCCCC2)N[C@@H](C(=O)O)c1ccccc1 | 2%
Cc1ccc(NC(=O)CN(c2ccccc2)S(=O)(=O)N(C)C)cc1Cl | -7%
COCCNC(=O)c1ccc2c(c1)C1(CCN(C)C1)CN2Cc1csc(C)n1 (stereo not given) | i
CSc1ccc(CCNC(=O)CN2C(=O)COc3ccc(S(=O)(=O)N4CCCCCC4)cc32)cc1 | -3%
Cn1nccc1CCC(=O)N1CC[C@@]2(O)CCN(C(=O)C3CCC3)C[C@H]2C1 | -1%
COc1ccc(C2=CC(c3ccccc3Cl)n3nc(-c4ccc(C)cc4)nc3N2)cc1 (stereo not given) | 11µM*
COc1cccc(CN2CCc3nc(N4CCN(c5ncccn5)CC4)ncc3C2)c1 | 11µM*
COCC(=O)N[C@H]1C[C@H]2C(=O)Nc3ccc(/C=C/c4ccccc4)cc3C(=O)N2C1 | -11%[44.1 µM]
O=C(c1ccccc1)N1C[C@@H]2C[C@H](C1)c1c(-c3ccccc3F)ccc(=O)n1C2 | -22%[44.1 µM]
COc1ccc2c(c1)CCN=C2C[C@H]1CN(C(=O)c2ccccc2)CC[C@H]1CC(=O)O | -1%[44.1 µM]
CC1=C(C(=O)Nc2ccc(Cl)cc2)C(C(C)C)n2nc(SCc3ccc(Cl)cc3)nc2N1 (stereo not given) | 14%
CC(NC(=O)C1CCC1)C(=O)N1CCN(c2ccccn2)CC1 (stereo not given) | i
O=C(Nc1ccc(F)cc1)C1CN(c2cccc(Cl)c2)C(=O)N1 (stereo not given) | i
O=C(NC1CCC1)C1CCCN(C2CCN(C3Cc4ccccc4C3)CC2)C1 (stereo not given) | -8%
CC(C)c1noc([C@@H]2C[C@H](NS(=O)(=O)c3ccc(F)cc3)CN2C)n1 | i
CCc1ccc(NC(=O)Cn2c(=O)n(-c3cccc(OC)c3)c(=O)c3c(C)c(C(=O)N(C)C)sc32)cc1 | 18%
CCCC1(C(=O)O)CCCN(S(=O)(=O)c2ccsc2C(=O)O)C1 (stereo not given) | -2%
Cc1ccc(C(CC(=O)Nc2ccc(F)cc2)c2c[nH]c3ccccc23)cc1 (stereo not given) | ?
CC(C)(C)C(=O)N1CCCN(Cc2ccc3c(c2)OCO3)c2ccccc21 | ?
Cc1nn(CC(=O)NCc2ccccc2Br)c(=O)c2cc3occc3n12 | 35%[activator]
COc1ccc(CN2C=C(C(=O)OCc3noc(-c4ccc(C)cc4)n3)C(C)=NS2(=O)=O)cc1 | 11µM*
O=C(CCn1cnc(-c2ccccc2)c1-c1cc2ccccc2[nH]1)N1CCCC1 | -22%
CCC[C@@H]1CN(c2cc(OC)nc(N)n2)C[C@H]1C(=O)O | -9%
O=C(CCC[C@@H]1[C@H]2CCCN3CCC[C@@H](CN1C(=O)c1cccnc1)[C@@H]23)N1CCCC1 | 3%
O=C(c1n[nH]c2c1CN(Cc1cccnc1)CC2)N1CCOCC1 | 32%[activator]
CC(C)(C)CC(=O)N1CC[C@H]2COC(=O)N2c2cc(F)ccc2C1 | 31%[44.1 µM]
COCc1nc(C2CCCN(C(=O)c3cccc(OC)c3OC)C2)no1 (stereo not given) | 8%
COC(=O)CNC(=O)C1CCCN(c2nc3ncccc3o2)C1 (stereo not given) | -11%[44.1 µM]
CCC1(N2CCN(C(=O)CCc3c[nH]c4ccccc34)CC2)CCN(S(C)(=O)=O)C1 (stereo not given) | -24%
CC(=O)c1cc(CN2CCC3(CC2)CN(CC(C)c2ccccc2)C(=O)O3)cs1 (stereo not given) | ?
COc1ccc(Cl)cc1C(=O)N1CCC2(CC1)CN(C)CCN2C | 16%

These rows are one share of the data, so the mix of outcomes need not match the whole.
